LEDGF integ inh – blocks HIV-1 LEDGF/p75-dependent DNA integration. TR-FRET IN-LEDGF/p75 DNA integration, Eu/Cy5. inhibition, % at 3.7 µM. actives 0.64% (n = 370,000);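 active = inhibition above the screen-wide mean plus 3 SD, cut at about 13% in these data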;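 note: signal is the Cy5 over europium emission ratio at 671 and 618 nm; 0% = plate median of compound wells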
TCR-CD3 inh – inhibitors of human TCR-CD3 interaction | TAMRA-labeled TCR probe fluorescence, biochemical | inhibition, % at 9.4 µM | actives 0.37% (n = 360,000) | AID 651800; in the data active = inhibition above about 19%;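 note: recombinant mutant TCR 2C K166C tagged with TAMRA read by polarization; 0% = receptor in buffer alone and 100% = receptor with positive control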
HTRA1 inh – HTRA1 (human) protease inhibition; Q92743; inhibition, % at 5.96 µM; actives 0.5% (n = 340,000); recombinant HTRA1, FP-rhodamine activity-based probe, fluorescence polarization; in the data active = inhibition above about 36%;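 note: 0% = enzyme with DMSO and 100% = wells lacking enzyme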
SIAE primary – human SIAE inhibition, primary screen | Q9HAT2 | SIAE FP-Rh probe binding, fluorescence polarization | inhibition, % at 9.66 µM | actives 0.69% (n = 370,000);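 active = inhibition above a cutoff: mean of compounds within the control limits plus 3 SD of those, cut at about 17% in these data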;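 note: 0% = plate median of compound wells and 100% = probe without SIAE protein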
mABHD4 FP – inhibits mouse alpha/beta hydrolase domain 4; purified mABHD4, FP-Rh probe fluorescence polarization; inhibition, % at 8.92 µM; Q8VD66; actives 0.54% (n = 370,000);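 active = inhibition exceeding the mean over every tested compound plus 3 SD, cut at about 30% in these data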;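 note: 0% = plate median of compound wells and 100% = S159A mutant with DMSO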
Target sequence (Q8VD66 whole entry, looked up, the tested form may be a part): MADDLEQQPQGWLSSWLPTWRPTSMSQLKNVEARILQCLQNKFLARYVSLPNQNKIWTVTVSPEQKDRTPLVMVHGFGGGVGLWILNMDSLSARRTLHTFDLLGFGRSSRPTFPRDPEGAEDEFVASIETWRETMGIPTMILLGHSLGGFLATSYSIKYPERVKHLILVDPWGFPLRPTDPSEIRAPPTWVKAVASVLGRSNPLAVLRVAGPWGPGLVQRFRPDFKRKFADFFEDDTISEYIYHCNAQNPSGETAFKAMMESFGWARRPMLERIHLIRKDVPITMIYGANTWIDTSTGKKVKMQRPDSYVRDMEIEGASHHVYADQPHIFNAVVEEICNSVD
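Assay system: wild-type mouse ABHD4 protein; compound: single nominal dose of 8.92 µM, 0.89% DMSO final; schedule: 45 min + 60 min at 25 °C; measured by: FP readout, ex 525 nm / em 598 nm; evaluation: % inhibition of FP-Rh probe binding versus controls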
Rev-erbA mod – Rev-erb alpha (human) modulation | P20393 | Rev-erbα–FITC-DNA binding, fluorescence polarization, 90 min | activity, % at 10 µM | actives 0.79% (n = 370,000) | AID 1259318;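 active = activity above about 14%, limit read from the data; passing the limit was not always enough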;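 note: 0% = DMSO wells with 35 nM protein and 100% = DMSO wells with 750 nM protein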
rCAG binder – molecules binding r(CAG) RNA repeats | r(CAG) RNA repeat, TO-PRO-1 dye displacement fluorescence | inhibition, % at 3 µM | actives 1.3% (n = 370,000);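 active = inhibition above the plate cutoff, the mean of all test compounds on that plate plus 3 SD, cut at about 35% in these data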;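 note: 0% = DMSO alone and 100% = 100 µM mitoxantrone as full dye displacement; higher means more dye released from RNA so lower well fluorescence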
PG9 binder – binds the HIV-1 gp120 antibody PG9 | TR-FRET gp120-PG9 antibody binding | inhibition, % at 6.7 µM | actives 0.43% (n = 360,000); in the data active = inhibition above about 8.5%
TDP2 inh – TDP2 (human) inhibition, absorbance primary screen | O95551 | recombinant TDP2, T5PNP hydrolysis, p-nitrophenol absorbance 415 nm | inhibition, % at 12.8 µM | actives 0.34% (n = 370,000);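 active = inhibition above the mean of all tested compounds plus 3 SD, set per campaign, cut at about 25% in these data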;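 note: 0% = DMSO with enzyme and 100% = buffer with substrate but no TDP2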
Target sequence (O95551 whole entry, looked up): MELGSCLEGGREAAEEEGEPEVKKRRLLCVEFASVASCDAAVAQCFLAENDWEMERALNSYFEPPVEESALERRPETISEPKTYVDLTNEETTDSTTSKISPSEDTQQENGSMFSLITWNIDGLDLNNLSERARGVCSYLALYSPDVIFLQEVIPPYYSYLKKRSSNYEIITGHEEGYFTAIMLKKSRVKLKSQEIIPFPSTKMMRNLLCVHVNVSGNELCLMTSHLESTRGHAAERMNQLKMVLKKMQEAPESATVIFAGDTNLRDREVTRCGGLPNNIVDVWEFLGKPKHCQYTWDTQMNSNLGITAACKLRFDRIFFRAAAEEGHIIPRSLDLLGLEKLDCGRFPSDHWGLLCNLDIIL
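test system = human TDP2 enzyme | input = TDP2 enzyme at 120 nM final | medium = 50 mM Tris-HCl pH 7.5 with Mg2+, KCl, DTT, BSA | also added = T5PNP substrate, 5 mM | times = 2 h at 37 °C | technique = epi absorbance | benchmarks = high control without enzyme, low control DMSO plus TDP2 | replication = each compound tested once, singlicate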
PRMT1 FP inh – blocks human protein arginine methyltransferase 1; recombinant PRMT1, activity-based probe fluorescence polarization; AID 652257; Q99873; inhibition, % at 2.79 µM; actives 1.3% (n = 370,000);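 active = inhibition above about 21% made by adding two undisclosed values, limit read from the data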
Target sequence (Q99873 whole entry, looked up): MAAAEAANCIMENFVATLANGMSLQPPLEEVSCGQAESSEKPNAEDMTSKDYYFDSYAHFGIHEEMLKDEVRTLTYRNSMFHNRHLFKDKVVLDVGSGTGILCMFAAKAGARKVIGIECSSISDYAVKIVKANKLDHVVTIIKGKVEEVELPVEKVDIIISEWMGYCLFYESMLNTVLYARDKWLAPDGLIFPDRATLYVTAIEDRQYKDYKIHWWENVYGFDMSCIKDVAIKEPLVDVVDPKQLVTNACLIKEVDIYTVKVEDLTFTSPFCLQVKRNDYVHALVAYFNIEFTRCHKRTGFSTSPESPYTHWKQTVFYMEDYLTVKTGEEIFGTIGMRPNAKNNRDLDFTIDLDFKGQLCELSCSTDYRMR
* hit, by the source's call; nt = no result given.

Start of the data: the first 4 compounds, ahead of the listing:
SMILES	LEDGF integ inh	TCR-CD3 inh	HTRA1 inh	SIAE primary	mABHD4 FP	Rev-erbA mod	rCAG binder	PG9 binder	TDP2 inh	PRMT1 FP inh
Cc1ccc(/C=C/S(=O)(=O)NCC(=O)OCC(=O)Nc2ccc(C(N)=O)cc2)cc1	-1	-6	-8	2	5	-5	8	0.5	0	4
Cc1ccc(CSc2nnc(-c3cccc(S(=O)(=O)N4CCOCC4)c3)n2CC(C)C)cc1	2	1	-8	8	1	-4	49*	-0.9	-3	-1
COc1ccc(CCNc2ccc(C(CC(N)=O)NC(=O)Cc3cccc4ccccc34)cc2[N+](=O)[O-])cc1 (stereo unspecified)	-1	-4	-6	-16	6	4	9	-1.5	1	-1
COc1cccc(CN2CCNC(=O)C2CC(=O)NCC2CCOCC2)c1 (stereo unspecified)	-6	-3	5	1	2	-2	-1	-2.0	-3	4

The list itself, repeating the preview:
SMILES	LEDGF integ inh	TCR-CD3 inh	HTRA1 inh	SIAE primary	mABHD4 FP	Rev-erbA mod	rCAG binder	PG9 binder	TDP2 inh	PRMT1 FP inh
Cc1ccc(/C=C/S(=O)(=O)NCC(=O)OCC(=O)Nc2ccc(C(N)=O)cc2)cc1	-1	-6	-8	2	5	-5	8	0.5	0	4
Cc1ccc(CSc2nnc(-c3cccc(S(=O)(=O)N4CCOCC4)c3)n2CC(C)C)cc1	2	1	-8	8	1	-4	49*	-0.9	-3	-1
COc1ccc(CCNc2ccc(C(CC(N)=O)NC(=O)Cc3cccc4ccccc34)cc2[N+](=O)[O-])cc1 (stereo unspecified)	-1	-4	-6	-16	6	4	9	-1.5	1	-1
COc1cccc(CN2CCNC(=O)C2CC(=O)NCC2CCOCC2)c1 (stereo unspecified)	-6	-3	5	1	2	-2	-1	-2.0	-3	4
CCOC(=O)c1[nH]c2ccc(OC)cc2c1NC(=O)CN1CCc2ccccc2C1	-1	7	-8	-2	6	1	-4	-0.4	-12	0
Cc1cc(C)c(NC(=O)c2oc3ccccc3c2COc2ccccc2)c(C)c1	3	8	-28	-12	-9	0	1	-0.2	7	-6
CN(C(=O)C1CCCN1S(=O)(=O)c1ccc(Cl)cc1)c1ccccc1 (stereo unspecified)	5	-2	1	0	-4	-4	1	-2.6	-15	-3
CCc1ccc(OCCNc2cc(N3CCNC(C)C3)ccc2[N+](=O)[O-])cc1 (stereo unspecified)	-3	0	-12	8	0	-3	8	-1.2	-1	-1
COc1ccc(N2CCN(C(=O)c3ccccc3NC(=O)C3=C(C)OCCS3)CC2)cc1	0	-2	1	8	-2	-1	-1	0.1	4	1
CCN(CC)C(=O)Cn1cc(S(=O)(=O)CC(=O)Nc2cc(C)on2)c2ccccc21	-5	-5	5	2	1	-2	-5	-0.5	-4	3
CC(=O)Nc1ccccc1C(=O)C(=O)Nc1cccc(F)c1	3	2	1	5	-2	-1	3	0.8	-1	-3
CC(C)(C)CC(C)(C)NC1=CC(=O)OC12CCCCC2	0	-7	3	-2	-1	3	0	1.5	-5	0
O=C(Cc1ccccc1[N+](=O)[O-])NCCSCc1c(F)cccc1Cl	-1	-2	3	-2	1	0	-3	0.8	3	0
O=[N+]([O-])c1cc(C(F)(F)F)ccc1NCCCCNS(=O)(=O)c1ccc(Cl)cc1	-3	-11	-26	-19	-6	2	11	-3.3	-23	-2
Cn1c(C(=O)NC2CC2)cc(=O)n(C)c1=O	-3	-3	-3	0	4	3	-1	-0.6	-1	0
Cc1ccc(-c2noc(CSc3nnc(-c4ccncc4)n3-c3ccc(F)cc3)n2)cc1	0	-3	3	-6	1	-5	-1	-1.0	-1	2
Cc1ccc(N(CC(=O)NC2CCCCC2)S(=O)(=O)c2cccs2)cc1	-5	-11	0	-1	-9	0	-1	-1.5	-18	6
CCN(CC(=O)Nc1ccc(NC(C)=O)cc1)C(=O)c1ccc2ccccc2c1	-8	-8	-12	4	-7	-4	3	-0.1	-10	1
Fc1ccc(/C=N/Nc2ncnc3nc[nH]c23)cc1F	-3	-4	1	-1	-1	4	0	-0.8	3	6
Oc1cccnc1Sc1cccc(C(F)(F)F)c1	-3	0	6	0	-5	4	-6	-0.5	-17	3
O=C(NCc1cccs1)C1CCCN(S(=O)(=O)c2cccc3cccnc23)C1 (stereo unspecified)	-1	1	-2	2	-2	-5	-3	-1.2	8	-1
COC(=O)c1sc(NC(=O)COc2ccccc2C)nc1C	3	-1	6	-1	-2	10	-1	11*	3	-2
CC(C)C[C@@H](CN1CCC[C@H]1CN1C(=O)C(=O)NC[C@@H]1Cc1ccc(O)cc1)N1C[C@H](Cc2ccccc2)N(CCc2ccccc2)C(=O)C1=O	0	2	nt	2	9	-2	7	-0.9	-3	-4
O=C(OCC#CCSc1nnc(-c2cccc3ccccc23)o1)c1ccc2ccccc2c1	0	-1	6	-10	-4	0	5	-0.5	0	0
Cc1ccccc1CNC(=O)C1CCC(=O)N(CC2CCCCC2)C1 (stereo unspecified)	-3	-8	2	0	8	-2	-9	-0.1	-3	2
Cc1nn(CCC(=O)NNC(=S)Nc2ccc([N+](=O)[O-])cc2)c(C)c1[N+](=O)[O-]	-1	0	1	8	4	-2	15	0.6	1	-4
Cc1ccc(C)c(-c2nn(-c3cc(N4CCN(CCO)CC4)ccc3[N+](=O)[O-])c(=O)c3ccccc23)c1	-1	-3	-16	7	8	6	4	0.7	0	-1
O=C(CCCOc1ccc(Cl)cc1Cl)Nc1nnc(C2CC2)s1	-6	-10	4	-3	0	-4	-3	-0.1	5	4
CCOC(=O)N1CCN(C(=O)c2nn(-c3ccc(C)cc3)c(=O)c3c2c2ccccc2n3C)CC1	1	-3	1	1	2	18	-2	0.1	-12	2
Cc1ccc(Nc2nc(N/N=C/c3c[nH]c4ccccc34)nc(N3CCOCC3)n2)cc1	-2	-5	25	28*	11	3	20	-2.1	-15	2
Cc1ccc(CSCc2nnc(SCC(=O)N3CCN(c4ccccc4)CC3)n2C)cc1	2	8	-1	0	2	3	-1	-1.4	-5	-2
COc1ccc(C2CC(=O)c3cnc(NC(=O)c4cccc(OC)c4)nc3C2)cc1 (stereo unspecified)	0	3	-13	2	-8	-1	-1	-0.5	-7	3
COC(=O)c1cc(C(=O)N2CCN(c3cccc(C)c3C)CC2)cc([N+](=O)[O-])c1	1	-2	-5	0	-4	1	-4	0.4	3	2
Cc1ccc(S(=O)(=O)N(C)CC(=O)N2CCCCCC2)cc1	-3	-7	5	3	6	4	-4	0.4	-13	2
CCCS(=O)(=O)N1CCCC(C(=O)NCc2ccco2)C1 (stereo unspecified)	0	11	-2	-3	-2	0	4	-1.9	-1	-1
COC(=O)C(C)Sc1nc2c(cnn2-c2ccc(F)cc2)c(=O)[nH]1 (stereo unspecified)	0	0	-3	2	8	6	2	1.0	1	4
O=C(Nc1ccc(Cl)c(Cl)c1)c1ccccc1NC(=O)C1CC=CCC1C(=O)O (stereo unspecified)	4	-7	-16	-1	18	0	22	0.2	0	-3
COc1cc(C(=O)N2CCN(C(=O)c3cc(-c4ccccc4)n[nH]3)CC2)cc(OC)c1OC	-2	8	0	10	1	-5	-4	1.1	2	2
CCCCNC(=O)Nc1nnc(SCC(=O)OCC)s1	-1	5	8	3	4	2	1	-1.3	3	-1
CCOc1ccc(Br)cc1S(=O)(=O)NCc1ccncc1	4	7	nt	-1	-7	-6	1	-2.1	-12	-3
CC(=O)Nc1ccc(Nc2cc(C)nc3ccccc23)cc1	2	-2	6	5	5	2	2	0.3	5	-1
O=c1[nH]cc(CCc2ccccc2)c(=O)[nH]1	0	-2	7	6	1	-1	-1	2.1	0	2
C=C1CCC(O)C2(C)CCC3C(C)C(=O)OC3C12O (stereo unspecified)	0	4	-2	4	-4	-9	1	1.0	9	-1
CCCCn1c(N)c(N(CC(C)C)C(=O)COC(=O)Cc2cccc(OC)c2)c(=O)[nH]c1=O	1	-3	1	4	-1	-2	-3	1.9	3	-3
CC(c1c[nH]c2ccccc12)c1cn(C)c2ccccc12 (stereo unspecified)	2	nt	nt	5	-4	-4	5	nt	5	5
Cc1ccc(OCc2n[nH]c(=S)n2C2CCCCC2)cc1	2	4	2	2	-5	6	3	1.4	-6	9
CSc1ncnc2c1ncn2CC(=O)C1CCC2C3CCC4=CC(=O)CCC4(C)C3CCC12C (stereo unspecified)	3	-4	-18	-12	-12	-4	1	-2.2	-13	0
CCc1ccc(NC(=O)CSc2nnc(COc3ccc4c(c3)CCCC4)o2)cc1	1	-3	-6	-2	-1	0	-1	1.4	-2	1
CNc1ccccc1-n1ccc(-c2ccccc2)n1	1	0	3	3	0	-1	-3	-0.2	3	-2
O=C(CSc1n[nH]c(-c2ccco2)n1)Nc1ccccc1Cl	-1	4	4	10	-5	-3	1	-2.0	17	-3
CCc1nn2c(=O)cc(COc3cccc(NC(=O)c4ccco4)c3)nc2s1	3	10	-4	-2	1	-21	4	-3.3	1	-3
COc1cc(/C=C(/C#N)C(=O)c2c(C)[nH]c3ccccc23)ccc1OCC#N	3	6	-1	-1	-8	-7	8	1.5	-2	1
O=C(NC12CC3CC(CC(C3)C1)C2)OCCNC1CCCCC1	-3	-5	4	0	-4	7	0	-0.7	1	3
CN1CCN(C(=O)c2cn(-c3ccccc3)nc2-c2cccs2)CC1	2	11	9	-2	-1	4	-6	2.1	9	-3
CC1CN(C(=O)c2ccc(COc3ccccc3Br)o2)CC(C)O1 (stereo unspecified)	0	1	-4	-8	1	-1	-6	0.1	-6	0
Cc1ccccc1NC1=NC(=S)N(c2ccccc2)C12CCOC(C)(C)C2 (stereo unspecified)	2	5	-1	-2	-7	4	-5	-2.7	-10	-1
CS(=O)(=O)c1ccc(-c2nn[nH]n2)cc1	-3	-3	-4	2	-1	3	-4	-0.7	-5	1
COCCN1C(=O)C2=C(C1=O)C1N(C)c3ccccc3[C@@]13C[C@@H](CO)N(C(=O)CCC(=O)OC)C3=N2 (stereo partly specified)	-2	nt	nt	-4	3	-2	3	nt	0	2
CCC(C)NC(=O)CSc1ncnc2sccc12 (stereo unspecified)	1	-1	10	3	-2	2	1	0.3	7	-2
O=C(Nc1ccc2[nH]ncc2c1)c1ccccc1Br	4	16	-2	4	1	0	3	-0.5	18	1

Going on with the list.
SMILES	LEDGF integ inh	TCR-CD3 inh	HTRA1 inh	SIAE primary	mABHD4 FP	Rev-erbA mod	rCAG binder	PG9 binder	TDP2 inh	PRMT1 FP inh
O=C(NNC(=S)Nc1ccc(F)c(Cl)c1)c1ccccc1Br	-2	0	-4	2	4	0	25	1.3	-2	-1
Cc1[nH]cnc1C(=O)N/N=C/c1ccc([N+](=O)[O-])s1	-4	-5	3	-6	1	-3	-2	-3.0	-17	3
COc1cc(-c2nc3c[n+](CC(=O)c4ccccc4)ccc3n2C)cc(OC)c1OC	2	0	2	1	-4	-1	12	-3.6	-14	-4
Cc1ccc(CN(C)C(=O)c2cc(COc3ccc(F)cc3Cl)on2)o1	2	6	-16	3	-9	-3	-8	1.1	9	0
COc1ccc(/C(C)=N/OC/C(O)=C(\C#N)c2nc3ccccc3[nH]2)c(OC)c1	7	-6	7	-1	7	5	5	-0.4	-4	2
Cc1onc(-c2c(F)cccc2Cl)c1C(=O)N(C)CCc1ccccn1	0	-3	1	5	1	-6	-8	1.0	4	2

Some of the compounds tested. The share of hits here may be higher or lower than overall.
